N-glyco inh: blocks N-linked glycosylation in D54 reporter cells; D54 ERlucT glycosylation luciferase reporter, 24 h; percent of 100 nM tunicamycin response; reporter increase, % at 12.5 µM; 0.23% of 360,000 active; AID 588692;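 active = mean luciferase reporter signal, scaled so untreated is 0 and the glycosylation-blocking control 100, at or above a set limit in every replicate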;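 also: luciferase carries N-glycosylation sites so blocking glycosylation raises the light; 0% = median of neutral control wells and 100% = median of 100 nM tunicamycin wells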
TLR9-MyD88 inh: TLR9-MyD88 interaction inhibition; Q9NR96+Q99836; CHO BLA complementation TLR9-MyD88, CCF4 FRET ratio; inhibition, % at 4.98 µM; 0.21% of 340,000 active;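 active = inhibition above the mean over all tested compounds plus 3 SD, cut at about 21% in these data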;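 also: 0% = DMSO only wells and 100% = clavulanate BLA inhibitor control wells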
MC4R barr agon: agonists of human melanocortin 4 receptor (MC4R) beta-arrestin | 0.98% of 360,000 active | U2OS MC4R beta-arrestin complementation, luminescence; percent of melanotan II response, DMSO zero | activation, % at 8.9 µM | P32245 | AID 540308;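 active = activation above a per-plate cutoff, the mean activation of sample wells on that plate plus 3 SD, cut at about 8% in these data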
ABCB6 inh MLPCN: human ABCB6 transporter inhibition; Q9NP58; K562-ABCB6 porphyrin accumulation, flow cytometry, 1 h; hits give low values; fluorescence ratio to DMSO, % at 10 µM; 0.19% of 360,000 active; AID 602162;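 active = fluorescence ratio to DMSO below 75%, the collection mean minus 3 SD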;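 also: signal is porphyrin accumulated inside mitochondria; 100% equals median channel fluorescence of DMSO control wells; lower ratio means ABCB6 inhibition with less porphyrin fluorescence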
m5-HT2A agonist: agonists of mouse serotonin 5-HT2A receptor (HTR2A) | 0.66% of 360,000 active | CHO-K1 mHTR2A beta-arrestin complementation, luminescence; percent of 30 µM serotonin response | activation, % at 7.6 µM;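 active = activation above a run cutoff, the mean activation of all tested compounds plus 3 SD, cut at about 14% in these data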;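 also: 0% = plate median of compound wells and 100% = 30 µM serotonin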
NOD2 RIPK2 PPI: inhibitors of human NOD2-RIPK2 interaction; O43353; CHO BLA complementation NOD2-RIPK2, CCF4 ratio; inhibition, % at 4.98 µM; 0.38% of 360,000 active; AID 624267; in the data active = inhibition above about 21%;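 also: 0% = vehicle only and 100% = reference blocker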
MC4R antagonist: antagonists of human melanocortin 4 receptor (MC4R); P32245; MC4R-expressing cells, MTII-stimulated cAMP, LANCE TR-FRET; inhibition, % at 6.5 µM; 0.48% of 360,000 active; AID 540295;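 active = inhibition above its plate's cutoff, the mean of tested wells on that plate plus 3 SD, cut at about 29% in these data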;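 also: 0% = Melanotan II alone and 100% = Melanotan II plus saturating MCL0020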
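Assay system: human MC4R-expressing U2OS cells; reagent: Melanotan II stimulation of cells; dosing: 6.5 µM single dose; timing: compound 30 min, challenge 1 h, detection 1 h; signal: TR-FRET cAMP assay; replicates: one well per compound, no replicates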
SRC2 inh: inhibits human steroid receptor coactivator 2. Q15596. HEK293 GAL4-SRC2 luciferase reporter, luminescence. inhibition, % at 9 µM. 0.17% of 370,000 active. AID 651957;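 active = inhibition above the mean inhibition of all tested compounds plus 3 SD, set per campaign, cut at about 52% in these data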;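 also: 0% = DMSO treated cells and 100% = cells given Gossypol at 36 µM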
H9c2 protect: myocardial damage modulation in H9c2 cells; 0.63% of 360,000 active; H9c2 cardiomyocytes, H2O2 injury protection, ATPLite, 2 h; protection from H2O2 cell death, % at 20 µM;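 active = compounds giving at least 50% protection of heart cells from peroxide-induced death in the single-dose screen, raw or plate-pattern-corrected value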;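 also: 0% = DMSO wells with peroxide and 100% = DMSO wells without peroxide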
ABHD5 PLIN5 PPI: blocks binding of human ABHD5 to perilipin-5. inhibition, % at 4 µM. Q00G26+Q8WTS1. AID 602281. Split G. princeps luciferase complementation, luminescence, 4 h. 0.78% of 360,000 active;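 active = inhibition above the mean inhibition across every tested compound plus 3 SD, cut at about 22% in these data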;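 also: 0% = DMSO only wells and the 100% control is not disclosed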
* hit, by the source's call; / = not tested or not shown. These rows are one share of the data, so the mix of outcomes need not match the whole.

Every second line gives: N-glyco inh | TLR9-MyD88 inh | MC4R barr agon | ABCB6 inh MLPCN | m5-HT2A agonist | NOD2 RIPK2 PPI | MC4R antagonist | SRC2 inh | H9c2 protect | ABHD5 PLIN5 PPI
CCOc1ccc(/C(C)=N/N2C(=O)C(CC(=O)Nc3ccc(OC)cc3[N+](=O)[O-])SC2=Nc2cccc(C)c2C)cc1 (stereo not given)
    -3 | 11 | 0.4 | 93 | 4 | -6 | -3 | -16 | 2 | 11
O=C1CC(c2ccc(O)cc2)Oc2cc(O)ccc21 (stereo not given)
    0 | 1 | 0.5 | 100 | -4 | -16 | -6 | -33 | 3 | 0
COc1cccc(-c2nc(NCC3CCCO3)c3ccccc3n2)c1O (stereo not given)
    3 | -3 | -1.4 | 93 | 32* | 13 | 12 | 12 | 14 | 11
CCOC(=O)c1c(NC(=O)CSc2nc3ccccc3s2)sc(C)c1C
    -4 | 4 | 5.3 | 94 | 3 | -12 | -9 | 13 | 7 | -2
COc1ccc(C2=CC(c3cc(OC)c(OC)c(OC)c3)NC(=S)N2)cc1 (stereo not given)
    1 | 1 | -1.5 | 94 | 2 | -4 | 1 | -18 | 8 | -9
Cc1ccc(CS(=O)Cc2ccc(C(=O)NCCc3ccccc3)o2)cc1 (stereo not given)
    -1 | -2 | -0.2 | 99 | -3 | -6 | 4 | -28 | 5 | 0
O=C(CCN1C(=O)C2C3C=CC(C3)C2C1=O)N1CCN(c2ccccn2)CC1 (stereo not given)
    0 | 8 | -1.4 | 97 | 4 | -6 | -4 | -13 | 1 | 0
Cc1nn(C(C)C(=O)NCCc2ccco2)c(=O)c2nn(-c3ccccc3)c(C)c12 (stereo not given)
    1 | -5 | -4.7 | 97 | 1 | -11 | 11 | 16 | 1 | 1
CC(C)C(=O)NN1c2ccccc2CCc2ccccc21
    -3 | / | -0.6 | 91 | 1 | -4 | 2 | -10 | -4 | -8
CCOc1ccc2[nH]c(=O)c(CN(CCCO)S(=O)(=O)c3ccc(F)cc3)cc2c1
    1 | 1 | -0.7 | 97 | 8 | -23 | 3 | -3 | 19 | 2
Cc1c(N(C)S(=O)(=O)c2ccc(Cl)c(C(=O)N3CCC(C(N)=O)CC3)c2)c(=O)n(-c2ccccc2)n1C
    2 | -2 | -1.9 | 103 | 11 | -4 | 11 | -8 | 0 | 4
CCN1CCN(CCNC(=O)CS(=O)(=O)Cc2nc(-c3ccc(C)cc3)oc2C)CC1
    3 | 8 | 1.1 | 91 | -1 | 10 | 4 | -33 | 3 | -3
Cc1ccc(N(C(=O)NC2CCCCC2)C2=NCCCCC2)cc1
    3 | -3 | -1.8 | 100 | 6 | -3 | 4 | -48 | -1 | 2
CC(c1ccccc1)C(CC(=O)O)C(=O)Nc1ccc(Cl)c(Cl)c1 (stereo not given)
    0 | 0 | -2.4 | 164 | -3 | -2 | 9 | -15 | -5 | -8
CN1CCCN(Cc2ccccc2C(F)(F)F)CC1
    -1 | -6 | -0.8 | 96 | -4 | -11 | 8 | 9 | 5 | -5
O=C(OCc1cccc(F)c1)c1ccc2c(c1)-c1ccccc1C2=O
    2 | -3 | -1.2 | 112 | -1 | -4 | 16 | 0 | 1 | 3
COCCCN1C(=O)C(=O)/C(=C(/O)c2ccc(S(=O)(=O)N3CCOCC3)cc2)C1c1ccc(OC)cc1 (stereo not given)
    1 | -5 | -2.4 | 97 | -6 | -2 | 14 | 5 | 0 | -8
O=C(/C=C/c1c(Cl)cccc1Cl)NCc1ccccc1
    -2 | -5 | 19* | 95 | -4 | -2 | 3 | 9 | -5 | -6
CCOC(=O)C1CCCN(c2cc(=O)n(C3CCCCC3)c(=O)[nH]2)C1 (stereo not given)
    0 | -1 | 0.7 | 82 | 3 | -7 | 3 | 3 | -2 | 11
Cc1ccc(C(=O)OCC(=O)N2CCC(c3ccccc3)=N2)c(C)c1
    -1 | 1 | 2.5 | 97 | 0 | -18 | 16 | -3 | -12 | 17
Cc1ccc2c(c1)C(=O)C(=O)N2CCCOc1ccccc1
    2 | -1 | -1.2 | 98 | -1 | 12 | -29 | -6 | -3 | 13
O=C(Nc1ccc(Cn2ccnc2)cc1)c1cccc(C(F)(F)F)c1
    -2 | -6 | -1.2 | 96 | 0 | 0 | -4 | 18 | 1 | 0
CCOCc1c(C(=O)NC2=Nc3ccccc3NC(CC)=C2C(=O)OCC)oc2ccccc12
    -6 | -1 | 6.0 | 88 | 0 | -4 | 38* | 10 | 68* | -3
COc1cccc(C2c3c(oc4ccccc4c3=O)C(=O)N2Cc2ccco2)c1 (stereo not given)
    3 | 12 | -3.3 | 98 | 1 | 2 | 9 | -9 | 14 | 5
Cc1ccc(C)n1-c1cc([N+](=O)[O-])ccc1-n1ccnc1
    4 | / | 0.8 | 100 | 2 | 3 | 8 | -43 | 0 | 3
COc1ccc(C=NNc2nc3c([nH]2)c(=O)n(C)c(=O)n3C)cc1
    4 | -1 | -2.4 | 91 | 2 | -6 | 6 | -17 | 73* | 1
O=C(COC(=O)COc1ccc(Cl)cc1)Nc1ccc(F)c([N+](=O)[O-])c1
    -1 | 4 | 5.6 | 104 | 2 | -1 | 16 | 3 | 2 | -3
Cc1cc(C)c2c(CN3CCN(c4ccccc4)CC3)cc(=O)oc2c1
    1 | / | / | 104 | 0 | -2 | / | -8 | 3 | 7
N#Cc1nc(-c2cccs2)oc1N1CCOCC1
    -1 | -5 | 1.8 | 100 | 3 | 3 | 12 | -3 | 6 | -1
CCN1CCN(C(=O)C2CC(c3ccc(F)cc3)=NO2)CC1 (stereo not given)
    -1 | 9 | -1.8 | 104 | -2 | -11 | 3 | -1 | -6 | 3
CCCCNC(=O)C1C2C=CC3(CN(Cc4ccc(C)cc4)C(=O)C13)O2 (stereo not given)
    0 | 0 | 3.0 | 101 | -2 | -18 | -2 | -5 | -5 | -5
CCOC(=O)C1CCCN(C(=O)c2cn(CC)c3ccc(S(=O)(=O)N(C)C)cc3c2=O)C1 (stereo not given)
    2 | -8 | -0.5 | 102 | -3 | -14 | -10 | -32 | 4 | 2
N#CCSc1nc2c(cc1C#N)CCCC2
    3 | -3 | 0.5 | 94 | 3 | -1 | 5 | -7 | -3 | 0
COc1ccc(S(=O)(=O)n2nc(OC(=O)c3cccs3)cc2N)cc1
    2 | 2 | -1.2 | 101 | -3 | -2 | -4 | -12 | 6 | 2
COc1ccc(NC(=S)NCc2ccc3c(c2)cc(C)n3C)cc1
    -2 | 9 | -0.2 | 99 | 1 | -6 | 2 | -4 | -9 | 8
COc1ccc(Br)c(C(=O)NC2CCCC2)c1
    0 | 4 | -1.3 | 95 | -3 | -8 | 3 | 15 | 7 | 2
CC1(/[N+]([O-])=C/c2ccc(F)cc2)CCCCC1=O (stereo not given)
    0 | -1 | -1.0 | 96 | 3 | -4 | 8 | 28 | 5 | -2
COc1ccccc1CN1CC(C(=O)NCCn2ccc(C)n2)CCC1=O (stereo not given)
    1 | 7 | -2.2 | 102 | 7 | 3 | 8 | -18 | 0 | -6
COc1ccc(C2CCCN2C(=S)Nc2cccc(Cl)c2)cc1OC (stereo not given)
    -1 | 1 | 3.8 | 95 | -4 | -11 | 24 | -7 | -6 | 0
CCCCN(CC)S(=O)(=O)N1CCC(C(=O)NCCCN2CCOCC2)CC1
    -1 | 2 | 0.4 | 104 | 0 | 4 | 17 | 8 | -4 | -6
N#C/C(C(=O)c1ccccc1)=C1/CCCCCN1
    -2 | -8 | -0.1 | 95 | 0 | -10 | 6 | -9 | -10 | 7
COc1ccc(Cl)cc1NC(=O)c1oc(C)nc1C
    1 | 0 | 1.5 | 98 | 9 | -3 | 5 | 0 | 14 | -3
CC(C)(C)C(=O)Nc1cc(S(=O)(=O)N2CCCCC2)ccc1N1CCCCC1
    -2 | -2 | -1.3 | 101 | -4 | -2 | 6 | 17 | -18 | -3
Cc1ccc(-n2c(C)cc(/C([O-])=C(/C(=S)Nc3ccc(F)c(Cl)c3)[n+]3ccccc3)c2C)cc1
    -3 | -4 | 3.8 | 109 | 4 | -8 | -2 | 2 | 0 | -2
C#CCOCCOCCOCCNc1nc(N2CCOCC2)nc(N2CCN(C(=O)CCCCCCCCCCNC(=O)[C@H](CO)n3cc(CCCSC)nn3)CC2)n1
    1 | 1 | -0.9 | 88 | 5 | 0 | 4 | -3 | 15 | 16
CC1(C(=O)OCC(=O)Nc2ncc(Cl)cc2Cl)CC1(Cl)Cl (stereo not given)
    1 | -11 | -1.7 | 102 | 1 | -2 | 6 | -6 | -2 | 0
COc1ccc(Br)cc1/C=N/NC(=O)CN1CCN(Cc2ccccc2)CC1
    0 | -8 | 0.4 | 99 | -4 | -5 | 4 | -31 | 0 | -1
CC(NC(=O)c1cc(S(=O)(=O)N2CCOCC2)cn1C)c1ccccc1 (stereo not given)
    0 | -10 | 1.3 | 96 | 1 | -4 | 10 | 6 | 11 | 0
CS(=O)(=O)c1ccc(Nc2nc(C(N)COCc3ccccc3)cs2)cc1 (stereo not given)
    3 | / | -2.8 | 88 | 5 | -10 | 1 | 6 | 0 | 3
O=C(O)C(C(O)c1ccccc1)[n+]1ccccc1 (stereo not given)
    -1 | 5 | -0.1 | 103 | 8 | -2 | 13 | -11 | 0 | -1
O=C(NCc1ccccc1)c1cccc(S(=O)(=O)N2CCCCC2)c1
    0 | -4 | -1.4 | 96 | -3 | -7 | -4 | -42 | 0 | 3
CC(C)Oc1ccc(OCCNC2CCCC2)cc1
    -3 | 2 | -1.1 | 101 | -3 | -1 | -5 | -11 | -4 | -7
CCC(=O)N1CCc2cc(S(=O)(=O)CCC(=O)N(C)c3ccc(OC)cc3OC)ccc21
    -1 | -3 | -3.0 | 95 | 5 | -3 | 0 | -2 | -4 | -8
COC(=O)C[C@@H]1CC[C@H](NS(=O)(=O)c2ccccc2F)[C@@H](CO)O1
    / | / | / | / | 2 | -18 | / | 8 | / | 5
CSCCC(C(=O)Nc1c(C)cccc1C)N1CCC(Cc2ccccc2)CC1 (stereo not given)
    0 | / | / | 97 | -1 | 4 | / | 20 | -4 | 3
O=C(CNC(=O)c1ccco1)OCC(=O)c1ccccc1
    3 | -7 | -2.5 | 96 | -4 | -9 | 5 | -2 | 11 | 4
C=CCn1c(SCC(=O)c2ccc(O)c(O)c2)nnc1-c1cccc(OC)c1
    -4 | -17 | -0.3 | 96 | 1 | -3 | 10 | -22 | 54* | -9

Screening data from PubChem BioAssay.
